Screening data as filed in PubChem BioAssay.
MT stabilizer = stabilizes microtubules in HeLa cells; HeLa tubulin immunostaining HCS, 24 h; share of cells brighter than vehicle mean+2SD; 200,000 tested, 0.83% active; % tubulin-high responders, % at 10 µM;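 active = plate Z-score above 3 for both tubulin-high and condensed-nucleus cell shares, with cell loss under 80%, at 10 µM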;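 also: anti alpha tubulin signal scored within the nucleus-defined area of each cell; some results filed as inactive read as strong as hits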
PMI inhibitors = inhibitors of human PMI, primary screen, biochemical, fluorescence intensity, coupled assay (AID 1209). 190,000 tested, 0.42% active. inhibition, % at 20 µM; hits with a dose series show IC50 in µM. purified PMI enzyme, coupled fluorescence intensity; higher % means a stronger effect;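 also: plate controls were DMSO vehicle for no effect and wells lacking substrate for full effect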
b-catenin transl = modulators of beta-catenin nuclear translocation; nuclear translocation activity, % at 5 µM; 190,000 tested, 0.3% active; AID 1665; HeLa beta-catenin nuclear translocation, immunofluorescence imaging;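 active = nuclear translocation activity above 50% at 5 µM, with a well cell count of 50 or more; inconclusive = wells under 50 cells across six images, flagged as toxic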;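 also: per-cell ratio of nuclear to cytoplasmic median beta-catenin stain intensity; plate controls were DMSO negative control for no effect and GSK-3 inhibitor IX positive control for full effect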
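Test system: human HeLa cell line; Doses: 5 µM primary, 0.02–20 µM confirmation; Incubation: 24 h compound exposure, 37°C; Detection: beta-catenin immunofluorescence imaging with DAPI; Read-out: beta-catenin nuclear/cytoplasmic ratio, % activation.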
Yfh1-off respiration = mitochondrial function rescue without frataxin homolog – Friedreich's ataxia, plus single-dose screen, dose response (AID 1465) | fold induction at 50 µM; hits with a dose series show EC50 in µM | S. cerevisiae Yfh1-off respiration, WST-1 reduction, 72 h; higher fold induction means a stronger effect | 220,000 tested, 0.074% active;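 active = fold induction of absorbance versus untreated yeast above a set limit, then at least 30% activation at any dose in follow-up; inconclusive = repeats straddling the limit, or above it without dose testing; inactive = fold induction below the set limit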;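 also: activators that raise dye reduction in frataxin-depleted yeast; strong numbers were not always called active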
WT yeast gro inh = growth inhibition of WT yeast, mitochondrial fusion screen | mitochondrial fusion phenotypic screen, WT strain | inhibition, % at 10 µM | 190,000 tested, 2.1% active; in the data active = inhibition above about 58%; tested in S. cerevisiae
Dynein transport = blocks dynein driven cargo transport along microtubules. 3617.4 mouse cells, GR-EGFP nuclear translocation imaging; test concentration mostly 20 µM; stimulated with dexamethasone, 1 µM; stronger effect = lower value. 220,000 tested, 0.47% active. AID 1381. z-score, hits read low;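 active = plate z-score of nuclear minus cytoplasmic receptor signal below a set negative limit, without overly bright fluorescence or cell loss, cut at about -3.5 in these data, passing the limit was not always enough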;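 also: z-score of nuclear minus cytoplasmic ring GR-EGFP intensity difference per well; some compounds called inactive have numbers as strong as hits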
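Medium: Induction medium lacking tetracycline, stripped serum | Probe or stimulus: 1.0 µM final dexamethasone stimulus | Schedule: 48 h induction, then 1 h compound, then 30 min agonist, 37 °C | Signal: Automated 10x imaging of fixed Hoechst-stained cells | Evaluation: Per-cell GR-EGFP intensity, nucleus versus surrounding cytoplasmic ring, well-averaged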
Ins promoter up = MIN6 insulin promoter up-regulation | MIN6 insulin promoter-GFP reporter, high-content imaging; stronger effect = higher value | z-score at 5 µM | 190,000 tested, 0.3% active | AID 1625;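 active = z-score above 3 at 5 µM with at least 500 cells counted in the well; inconclusive = wells under 500 cells, flagged as cytotoxic or low count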
Autophagy mod = autophagy modulation, high-content screen. MEF GFP-LC3 puncta imaging; test concentration mostly 10 µM. calls only at 10 µM (by protocol). 190,000 tested, 0.98% active. AID 463193;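 active = percentage of spot-positive cells more than 3 SD above its plate mean, without a fluorescence outlier flag or 80% toxicity; inconclusive = no clear call, values can overlap the other calls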;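 also: spot-positive cell cutoff set from DMSO-treated cells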
human PMI inhibitors = human PMI inhibitors, high substrate, primary screen, biochemical, fluorescence intensity, high mannose 6-phosphate (AID 1220). inhibition, % at 20 µM, or IC50 in µM where a hit was titrated. 190,000 tested, 0.66% active. recombinant PMI enzyme, coupled fluorescence intensity; higher % means a stronger effect
WT yeast gro inh mutant strain = recorded beside WT yeast gro inh, whose call it bears; inhibition, %; mitochondrial fusion phenotypic screen, mutant strain inhibition
Dynein transport cytoplasmic EGFP = also measured in Dynein transport; calls as there; z-score; measured here: cytoplasmic GR-EGFP intensity; stronger effect = higher value
Dynein transport nuclear GR-EGFP = second read-out of Dynein transport, no call of its own (marks repeat the call); z-score; measured here: nuclear GR-EGFP intensity;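 lower value marks the stronger effect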
Dynein transport cell count = further read-out of Dynein transport, marked with its call; z-score; measured here: cell count per field
Ins promoter up cell count = second read-out of Ins promoter up, no call of its own (marks repeat the call); cell count; measured here: cytotoxicity, nuclei count;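 total cells summed across four imaged fields per well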
b-catenin transl cell count 5 µM = recorded beside b-catenin transl, whose call it bears; cell count; measured here: cell count, cytotoxicity flag
MT stabilizer Hoechst-high % = second read-out of MT stabilizer, no call of its own (marks repeat the call); % Hoechst-high responders; measured here: nuclear condensation Hoechst responders;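 share of cells brighter than vehicle mean plus two SD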
MT stabilizer cytotoxicity % = further read-out of MT stabilizer, marked with its call; toxicity, %; measured here: cytotoxicity by cell density;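 0% = mean cell density of plate MIN control wells and 100% = no cells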
Autophagy mod cell loss 18 h = further read-out of Autophagy mod, marked with its call; toxicity, %; measured here: cell loss, nuclei count;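 cell loss after 18 h compound exposure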
* hit, by the source's call; i = inactive; ? = inconclusive; / = no result given. Rule as the data show it, unless noted: active = inhibition above about 50%; inactive = the rest. Hits appear at their usual frequency (roughly 5% active in at least one column).

Molecule,Dynein transport cytoplasmic EGFP,Dynein transport nuclear GR-EGFP,Dynein transport,Yfh1-off respiration,b-catenin transl cell count 5 µM,WT yeast gro inh mutant strain,MT stabilizer cytotoxicity %,human PMI inhibitors,Autophagy mod cell loss 18 h,Autophagy mod,Dynein transport cell count,WT yeast gro inh,MT stabilizer,MT stabilizer Hoechst-high %,Ins promoter up cell count,Ins promoter up,PMI inhibitors,b-catenin transl
COc1ccc(N2CCN(C(C)C(=O)N3CC(C)OC(C)C3)CC2)cc1 (stereo unspecified),-0.206,-0.18,-0.653,i,1042,16.5,5.3,11.6%,-3.8,i,0.175,2.0,5.3,2.2,1172,0,-6.5%,0.3
C[C@@H]1CN(C2CCN(Cc3nc(CC4CC4)no3)CC2)C[C@H](C)O1,0.0173,0.804,0.872,i,1577,18.5,4.0,/,-1.2,i,-1.97,18.0,2.6,2.1,1566,-0.75,/,1.4
CCn1c(COc2ccc3c(c2)OCO3)nnc1SCC(=O)O,-0.111,0.442,-0.113,i,538,-20.6,2.1,-46.4%,4.3,i,-1.66,-5.0,3.0,1.7,/,/,-35.3%,-0.7
CN(C1CCCCC1)S(=O)(=O)c1ccc(Cl)c(C(=O)O)c1,0.323,0.0566,-1.51,i,1135,-1.9,6.9,0.2%,-82.2,i,0.587,-4.2,2.3,1.9,1264,1.21,-4.6%,3.1
CSc1nc2[nH]c3c(c2c2nnnn12)CCCC3,-0.131,0.254,-0.137,/,1158,14.0,2.7,11.3%,-11.2,i,0.0223,17.2,1.8,2.4,1193,-2.03,19.6%,1.1
Cc1ccc(S(=O)(=O)N(C)C)cc1NC(=S)NC(C)CCCC(C)C (stereo unspecified),-0.32,-0.455,-0.204,i,578,-12.2,9.7,3.8%,14.2,i,0.361,8.1,1.0,3.3,1152,0.31,3.8%,-3.8
Cc1sc2cc(-c3cccc([N+](=O)[O-])c3)c(-c3cccc([N+](=O)[O-])c3)c[n+]2c1C,0.272,-0.343,-0.611,i,/,-9.8,14.7,-1.4%,-17.9,i,1.29,9.0,2.0,1.9,1316,0.05,-2.1%,/
COC(=O)c1cc(Cl)c(N)cc1OC,-0.159,0.922,0.935,i,674,0.7,9.2,0.4%,12.9,i,-0.0127,-2.6,3.7,2.8,/,?,-3.1%,-1.1
Cc1ccc2nc(-c3ccc(NC(=O)Cc4cccs4)cc3)[nH]c2c1,-0.208,-0.459,-0.498,i,1324,-6.7,6.3,-5.9%,-20.1,i,0.464,-5.1,2.9,1.4,1516,0.28,4.5%,-0.7
O=C(CN1CCN(CCC(=O)Nc2ccccc2F)CC1)Nc1ccc(Cl)cc1,-0.221,-0.0147,-0.644,/,1427,-55.8,7.6,0.4%,-8.4,i,0.802,-1.5,2.9,1.4,998,2.45,5.1%,3.2
O=C(CSc1nnc2c(n1)[nH]c1ccccc12)Nc1ccc(N2CCOCC2)cc1,-0.297,0.00506,0.283,i,1143,/,/,/,/,/,0.919,/,/,/,1359,-0.13,/,-0.8
O=C(OCCCc1ccncc1)c1ccc(S(=O)(=O)N2CCOCC2)cc1,-0.343,-0.318,-0.362,i,1073,-7.0,7.0,2.6%,10.7,i,0.345,-5.2,3.6,3.3,1153,-0.54,-3.9%,-3.3
O=C(CN(c1ccc(F)cc1)S(=O)(=O)c1ccc2c(c1)OCCO2)Nc1ccc2c(c1)OCO2,-0.137,0.611,0.821,i,1059,50.2,6.4,24.4%,-1.7,i,0.453,7.3,2.2,1.9,/,/,28.5%,-2.0
CSc1nnc(CNC(=O)C23CC4CC(CC(C4)C2)C3)n1Cc1ccccc1,-0.192,-0.0212,0.04,i,1042,-12.1,4.2,2.3%,24.5,i,-0.449,-4.0,4.6,1.6,1490,-0.42,5.3%,0.0
Nc1nc(C2CC2)c(Sc2sc(N)nc2C2CC2)s1,-0.309,0.352,0.0964,i,/,-42.3,11.5,14.3%,4.3,i,0.334,-46.2,10.1,1.2,/,/,19.1%,/
O=C(CNC(=O)c1ccc2c(c1)OCCO2)N/N=C/c1cccc(Br)c1,-0.351,-0.507,-0.53,i,1072,-13.0,2.3,-3.8%,7.2,i,0.446,2.8,1.9,1.9,1170,0.65,4.2%,-1.2
CCOC(=O)C1CCCN(C(=O)CNS(=O)(=O)c2ccc(Br)s2)C1 (stereo unspecified),-0.277,0.128,-0.218,i,1011,0.1,24.1,14.5%,-0.2,i,-0.458,-7.4,2.3,2.6,/,/,11.1%,-0.8
Cc1cccc(NC(=O)CN2C(=O)S/C(=C\c3ccc(-c4cccc(C(=O)O)c4C)o3)C2=O)c1,1.34,0.09,-1.32,i,1062,7.1,9.7,17.4%,-4.5,i,1,-8.3,3.7,2.2,1214,0.39,-4.2%,1.8
O=C(Nc1cccnc1)Nc1ccccc1Cl,0.0785,0.151,0.327,i,1097,27.0,13.2,-9.4%,37.1,i,-0.182,15.7,6.7,2.7,1218,2.15,-3.0%,2.8
Cc1cc(C2=NNC(=NCCc3ccccc3)SC2)c(C)n1CC1CCCO1 (stereo unspecified),0.198,-0.667,-0.664,i,1066,5.5,8.9,-32.7%,2.8,i,-0.0687,7.2,2.6,3.2,1090,-0.11,-42.9%,2.0
Cc1ccc(N2C(N)=NC(N)=NC23CCCC3)c(C)c1,0.352,-0.892,-1.57,i,1237,21.2,3.4,5.9%,-1.0,i,1.35,0.5,3.8,1.7,1299,-1.42,13.4%,-0.8
COc1ccc(OCC(=O)NNC(=O)c2cccs2)cc1,-0.17,-0.429,-0.335,i,/,-1.7,8.2,0.8%,9.3,i,-0.174,14.2,2.2,1.5,/,/,-5.8%,/
O=C(NN1C(=O)C2C3C=CC(O3)C2C1=O)c1cccc(Br)c1 (stereo unspecified),0.00148,0.986,1.24,i,1050,12.5,5.8,-17.1%,-14.7,i,-1.25,4.4,5.0,1.4,1527,0.65,2.6%,-0.6
COc1cc(NS(=O)(=O)c2ccc(F)cc2)c(C(=O)O)cc1OC,-0.135,0.476,0.194,i,921,-13.3,3.1,-2.7%,7.4,i,0.00893,-15.3,6.0,2.0,1715,0.53,-3.3%,-0.1
Cc1[nH]c2ccccc2c1/C=C/c1cc[n+](C)cc1,0.387,-0.361,0.419,/,/,44.3,8.9,2.6%,-27.8,i,-0.724,57.7,4.3,3.7,/,/,33.9%,/
O=C(Nc1ccc2nc(-c3ccco3)c(-c3ccco3)nc2c1)N1CCN(c2ccccn2)CC1,-0.309,-0.554,-0.268,i,981,-19.8,12.6,40.3%,-11.7,i,0.544,8.7,2.4,2.0,1264,-0.48,0.0%,2.3
Clc1ccc(C2=NOC(c3nnc(-c4ccccc4)o3)C2)cc1 (stereo unspecified),-0.756,-0.262,-0.896,i,1311,/,/,/,/,/,-0.24,/,/,/,858,-0.9,/,-0.5
O=C(/C=C1\NC2(CCCC2)Cc2ccccc21)C(=O)N/N=C/c1ccc(O)c(O)c1,-0.0961,-0.168,-0.591,i,908,7.3,2.1,15.7%,16.0,i,-0.0101,7.5,4.4,1.6,1056,-0.81,41.7%,5.3
Cc1oc(-c2ccccc2)cc1C(=O)Nc1cccc2ccccc12,-0.174,-0.443,-1.12,i,790,0.6,4.1,-0.5%,6.4,i,-0.149,43.1,5.6,1.8,920,-0.51,0.6%,1.8
Cc1cccc(N2CCN(C(=O)Cc3ccc(-n4c(=O)[nH]c5ccsc5c4=O)cc3)CC2)c1C,-0.242,-0.233,-0.48,i,1088,16.1,7.2,5.0%,38.3,i,1.32,-2.1,2.6,2.1,1343,-0.14,16.6%,-3.0
S=c1nc(-c2ccccc2)n(CCCn2ccnc2)c2c1CCCC2,-0.14,0.551,0.759,i,1160,8.2,4.1,-2.9%,5.6,i,0.325,10.3,2.9,3.6,1812,-0.32,1.7%,-1.5
CCNC(=O)C(Cc1ccccc1)NC(=O)OCc1ccccc1 (stereo unspecified),-0.332,0.661,1.33,i,1542,-5.6,4.3,/,21.8,i,-0.0334,-17.0,3.2,1.7,1508,0.62,/,-0.5
O=C(CSc1nc2ccccc2s1)Nc1ccc(Cl)c(S(=O)(=O)N2CCOCC2)c1,-0.233,-0.423,-0.957,i,991,8.0,10.6,11.6%,3.8,i,-0.244,33.6,5.0,3.1,1432,-0.48,12.8%,1.1
CC(Cc1cccs1)NC(=O)Nc1ccc([N+](=O)[O-])cc1 (stereo unspecified),-0.328,0.313,0.201,i,1100,-1.5,5.4,9.4%,14.3,i,0.307,18.6,6.6,4.1,1194,0.08,7.9%,-1.1
CC(C)S(=O)(=O)c1csc(NC(=O)Nc2cccc([N+](=O)[O-])c2)c1Cl,-0.248,-0.117,-0.145,i,1062,/,/,/,/,/,0.246,/,/,/,1388,-0.21,/,-0.4
C=CCOc1ccc(C(=O)N(Cc2ccc(N(C)C)cc2)C2CCS(=O)(=O)C2)cc1 (stereo unspecified),-0.254,1.13,1.37,i,970,27.1,5.8,21.9%,8.8,i,-1.45,-17.9,4.6,1.0,1257,0.31,10.7%,-4.3
COc1ccc(N2CCN(CCCn3c(=S)[nH]c4ncccc4c3=O)CC2)cc1,-0.231,0.419,0.926,i,/,7.2,10.7,-11.9%,33.0,i,-0.415,-0.6,1.8,1.1,763,0.37,-6.2%,/
C=CCNC(=O)COC(=O)c1ccccc1C(=O)N(C)C1CCCCC1,-0.00652,0.264,-0.555,i,557,-14.1,11.4,-11.2%,8.8,i,-0.0336,-2.7,6.0,1.3,991,0.93,-14.6%,-3.4
